U2OS ROS induce – cancer cell ROS induction; U2OS ROS induction, H2DCF-DA fluorescence; ROS induction (% of piperlongumine), % at 10 µM; 46,000 tested, 2% active; AID 624156; in the data active means ROS induction above about 79%, passing the limit was not always enough;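 further: 0% = DMSO vehicle median and 100% = reference compound median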
* = called active by the depositor. These rows are one share of the data; count on the stated rates, not on these rows.

SMILES	U2OS ROS induce
C[C@H](CO)N1C[C@H](C)[C@@H](CN(C)S(=O)(=O)c2ccccc2)Oc2c(NC(=O)CCCCCC(=O)Nc3ccccc3N)cccc2C1=O	-3
Cc1noc(C)c1S(=O)(=O)N(C)C[C@H]1Oc2c(NS(=O)(=O)c3ccc(F)cc3)cccc2C(=O)N([C@@H](C)CO)C[C@H]1C	-6
O=C(COc1cccc(NC(=O)c2ccccc2)c1)NCCOc1ccccc1	7
COc1c(Cc2ccccc2O)c(O)c(Cc2ccccc2O)c(O)c1C(=O)CCc1ccccc1	16
C[C@H](CO)N1C[C@H](C)[C@H](CN(C)S(C)(=O)=O)Oc2ccc(NC(=O)CCN3CCOCC3)cc2CC1=O	9
C[C@@H]1CN([C@H](C)CO)C(=O)Cc2cc(NS(=O)(=O)c3cccs3)ccc2O[C@H]1CN(C)C(=O)Nc1ccc2c(c1)OCO2	-2
CCC1=Nc2ccc(Br)cc2C(c2ccccc2)N1CC(=O)NN (stereo unspecified)	-5
C[C@H]1CN([C@@H](C)CO)C(=O)Cc2cc(NC(=O)Nc3ccc4c(c3)OCO4)ccc2O[C@H]1CN(C)C(=O)Nc1cccc2ccccc12	2
CC(C)NC(=O)Nc1ccc2c(c1)CC(=O)N([C@@H](C)CO)C[C@H](C)[C@H](CN(C)S(=O)(=O)c1cn(C)cn1)O2	13
CCn1c(SCC(=O)Nc2ccc(C)cc2C)nnc1-c1cccs1	-4
Clc1cccc(Nc2nnc(-c3ccccc3)c3ccccc23)c1	13
COc1ccc(N(CC(=O)Nc2ccc(I)cc2)S(C)(=O)=O)cc1OC	-5
C[C@@H]1CN([C@H](C)CO)C(=O)c2cc(NC(=O)CCCN(C)C)ccc2O[C@H]1CN(C)S(=O)(=O)c1ccc(Cl)cc1	-3
COc1cc(NC(=O)CN(C)S(=O)(=O)c2ccc(Br)cc2)c(OC)cc1Cl	19
COc1ccc(NC(=O)Nc2cccc3c2O[C@H](CN(C)Cc2ccc(Cl)c(Cl)c2)[C@H](C)CN([C@H](C)CO)C3=O)cc1	8
C[C@@H]1CN([C@@H](C)CO)C(=O)CCCn2cc(nn2)CO[C@@H]1CN(C)C(=O)Nc1ccc(-c2cccs2)cc1	26
C[C@H](CO)N1C[C@H](C)[C@H](CN(C)S(=O)(=O)c2cccc(F)c2)Oc2ncc(/C=C/c3ccccc3)cc2C1=O	12
Cc1n[nH]c(C)c1CCCOc1ccccc1	7
C[C@@H]1CN([C@@H](C)CO)C(=O)c2cccc(NC(=O)C3CC3)c2O[C@H]1CN(C)C(=O)NC1CCCCC1	-1
C[C@H](CO)N1C[C@H](C)[C@@H](CN(C)Cc2ccc(C(=O)Nc3ccccc3N)cc2)Oc2c(NC(=O)C3CCOCC3)cccc2C1=O	8
c1ccc(CSc2nnc(-c3ccco3)n2-c2ccccc2)cc1	20
Cc1ccc(S(=O)(=O)Nc2ccc3c(c2)C(=O)N([C@@H](C)CO)C[C@@H](C)[C@H](CN(C)S(=O)(=O)c2cccs2)O3)cc1	-5
CS(=O)(=O)N1CCN(c2ccccc2NC(=O)c2ccc(N3CCCCC3)c([N+](=O)[O-])c2)CC1	64
O=C1OC2(CCCCC2)OC(=O)C1=CNc1ccc(Cl)cc1C(F)(F)F	-10
C[C@H](CO)N1C[C@H](C)[C@@H](CN(C)Cc2ccc3c(c2)OCO3)Oc2ccc(NS(=O)(=O)c3cccs3)cc2C1=O	7
COc1ccc(-c2coc3cc(O)cc(O)c3c2=O)cc1	11
Cc1ccc(OCCCn2cncn2)c([N+](=O)[O-])c1	-17
CC1=CC(C)(C)N2C(=O)C(=O)c3cc(OC(=O)CN4C(=O)c5cccc6cccc(c56)C4=O)cc1c32	-7
COc1ccc(NC(=O)N(C)C[C@H]2Oc3c(NC(=O)NC(C)C)cccc3C(=O)N([C@@H](C)CO)C[C@@H]2C)cc1	3
C[C@H]1CN([C@@H](C)CO)C(=O)c2cc(NC(=O)NC3CCCCC3)ccc2O[C@@H]1CN(C)S(=O)(=O)c1ccc(F)cc1	-11
CCC(C)NC(=O)c1ccc2c(=O)n(Cc3ccc(OC)cc3)c(=O)[nH]c2c1 (stereo unspecified)	9
C[C@H]1CN([C@@H](C)CO)C(=O)c2cc(NC(=O)c3ccncc3)ccc2O[C@H]1CN(C)C(=O)Nc1ccccc1	5
CCN(CC(=O)Nc1cccc(C)c1)S(=O)(=O)c1ccc(Br)cc1	131*
O=C(NCCC1=CCCCC1)c1cc(-c2ccccn2)nc2ccccc12	44
CC1OC(=O)CC2C(C(=O)O)=CC3(O)CC(C)(C)CC123 (stereo unspecified)	11
C/C=C1/C(=O)O[C@]2(C)C[C@@H]3OC(=O)C(COC)[C@]34O[C@@]12CC[C@@](C)(O)CC4=O (stereo partly specified)	10
CC(=O)Nc1ccc(NC(=O)CSc2nc3sc(C)c(C)c3c(=O)n2C)cc1	-1
COC(=O)c1cc(-c2ccccc2)sc1NC(=O)c1cnccn1	21
COc1ccc(NC(=O)Nc2ccc3c(c2)C(=O)N([C@@H](C)CO)C[C@@H](C)[C@@H](CN(C)Cc2ccc4c(c2)OCO4)O3)cc1	-5
Cc1noc(C)c1S(=O)(=O)Nc1ccc2c(c1)C(=O)N([C@H](C)CO)C[C@@H](C)[C@@H](CN(C)Cc1ccc(Cl)c(Cl)c1)O2	101*
C[C@@H]1CCCCO[C@H](CN(C)C(=O)Nc2ccccc2)[C@@H](C)CN([C@H](C)CO)C(=O)c2cc(NC(=O)C3CCCCC3)ccc2O1	22
Cc1ccccc1C1CC(=O)c2c(ccc3ccccc23)N1 (stereo unspecified)	-5
COc1ccc(NC(C)=S)cc1C	-1
COc1ccc(S(=O)(=O)Nc2ccc3c(c2)C(=O)N([C@H](C)CO)C[C@H](C)[C@@H](CN(C)Cc2ccc(Oc4ccccc4)cc2)O3)cc1	15
CC1(C)S[C@@H]2[C@H](NC(=O)COc3ccccc3)C(=O)N2[C@H]1C(=O)O	-8
COc1cc2c(cc1O)C1(O)Cc3ccc4c(c3C1N(C)CC2)OCO4 (stereo unspecified)	-4
C[C@@H]1CN([C@@H](C)CO)C(=O)Cc2cc(NC(=O)NC3CCCCC3)ccc2O[C@@H]1CN(C)C(=O)Nc1cccc2ccccc12	-7
C[C@H]1CN([C@@H](C)CO)C(=O)CCCn2nncc2CO[C@@H]1CN(C)Cc1cccc(C(=O)O)c1	20
Cc1ccc(S(=O)(=O)Nc2ccc3c(c2)C(=O)N([C@@H](C)CO)C[C@H](C)[C@@H](CN(C)CC2CCCCC2)O3)cc1	-1
S=c1[nH]nc(C2CCCCC2)n1/N=C\c1ccncc1	52
CC(Sc1cccc2cccc(C(=O)O)c12)C(=O)O (stereo unspecified)	-15
Cc1noc(C)c1S(=O)(=O)Nc1ccc2c(c1)CC(=O)N([C@@H](C)CO)C[C@@H](C)[C@@H](CN(C)S(=O)(=O)c1ccc(F)cc1)O2	6
COc1ccc(S(=O)(=O)Nc2ccc3c(c2)CC(=O)N([C@@H](C)CO)C[C@@H](C)[C@@H](CN(C)S(=O)(=O)c2ccc(Cl)cc2)O3)cc1	24
O=C(CSc1n[nH]c(-c2ccco2)n1)Nc1ccc(F)cc1	7
C[C@@H]1CN([C@@H](C)CO)C(=O)c2cc(NC(=O)Cc3cn(C)c4ccccc34)ccc2O[C@@H]1CN(C)C(=O)Nc1ccc(C(F)(F)F)cc1	12
CC(C)NC(=O)N(C)C[C@H]1Oc2ccc(NC(=O)Nc3ccccc3)cc2C(=O)N([C@@H](C)CO)C[C@@H]1C	-7
C[C@H](CO)N1C[C@H](C)[C@H](CN(C)S(=O)(=O)c2cn(C)cn2)Oc2ccc(NC(=O)Cc3ccccc3)cc2C1=O	52
Cc1noc(C)c1NC(=O)Nc1cccc2c1O[C@@H](CN(C)S(=O)(=O)c1cccs1)[C@@H](C)CN([C@@H](C)CO)C2=O	-6
COc1cccc(-c2cc(=O)c3cc(OC)ccc3o2)c1	11
CNC[C@@H]1Oc2c(NC(=O)Nc3ccc4c(c3)OCO4)cccc2C(=O)N([C@H](C)CO)C[C@H]1C	-7

Grouped by structure: the compounds so far with an NH in an aromatic ring
SMILES	U2OS ROS induce
Cc1n[nH]c(C)c1CCCOc1ccccc1	7
CCC(C)NC(=O)c1ccc2c(=O)n(Cc3ccc(OC)cc3)c(=O)[nH]c2c1 (stereo unspecified)	9
S=c1[nH]nc(C2CCCCC2)n1/N=C\c1ccncc1	52
O=C(CSc1n[nH]c(-c2ccco2)n1)Nc1ccc(F)cc1	7

Further results.
SMILES	U2OS ROS induce
COc1cccc(C2CC(c3cccs3)=NN2C(=O)CSc2nncn2C)c1OC (stereo unspecified)	0
O=C(O)c1ccc(CNCc2ccc(Cl)cc2)cc1	-5
O=C(CC1(O)C(=O)Nc2ccccc21)c1ccc(NC(=O)C2CC2)cc1 (stereo unspecified)	5
Cc1ccc(CCNc2ccccc2)cn1	-12
Cc1cc(=O)n(-c2ccccc2)n1C	0
COc1ccc(CN(C)C[C@H]2Oc3ccc(NC(=O)C4CC4)cc3C(=O)N([C@H](C)CO)C[C@H]2C)cc1	5
C[C@@H]1CN([C@H](C)CO)C(=O)c2cc(NC(=O)Nc3cccc4ccccc34)ccc2O[C@@H]1CN(C)Cc1ccncc1	-10
CNC[C@@H]1OCCCC[C@@H](C)Oc2ccc(NS(=O)(=O)c3cn(C)cn3)cc2C(=O)N([C@H](C)CO)C[C@@H]1C	-2
Cc1ccc(C(=O)Nc2cc3ccccc3oc2=O)cc1	5
COc1ccc(S(=O)(=O)Nc2cccc3c2O[C@H](CN(C)S(=O)(=O)c2ccc(C)cc2)[C@H](C)CN([C@@H](C)CO)C3=O)cc1	14
C[C@@H]1CN([C@@H](C)CO)C(=O)CCCn2cc(nn2)CO[C@H]1CN(C)Cc1cccc2c1OCCCO2	0
Cc1cc(S(=O)(=O)NCC(=O)O)ccc1F	-7
Cc1noc(C)c1NC(=O)Nc1cccc2c1O[C@H](CN(C)S(=O)(=O)c1ccc(Cl)cc1)[C@@H](C)CN([C@H](C)CO)C2=O	-2
Cn1c(SCc2nc3ccccc3s2)nnc1-c1ccncc1	-4
Cc1cc(NC(=O)c2ccc3c(c2)NC(=O)c2ccccc2S3)ccc1Br	21
COc1ccc(S(=O)(=O)N(C)C[C@H]2Oc3c(NC(=O)NC4CCCCC4)cccc3C(=O)N([C@H](C)CO)C[C@H]2C)cc1	-1
O=C(NCc1cccnc1)c1cnn2c(C(F)F)cc(C3CC3)nc12	18
C[C@@H]1CN([C@@H](C)CO)C(=O)Cc2cc(NS(C)(=O)=O)ccc2O[C@@H]1CN(C)Cc1ccc2c(c1)OCO2	-8
C[C@@H]1O[C@@H](O[C@H]2[C@H](O[C@H]3CC[C@@]4(C)C(CC[C@]5(C)C4CC=C4C6CC(C)(C)CC[C@]6(C(=O)O)CC[C@]45C)[C@]3(C)CO)OC[C@H](O)[C@@H]2O)[C@H](O)[C@H](O)[C@H]1O (stereo partly specified)	-21
C[C@@H]1CN([C@H](C)CO)C(=O)c2cccc(NS(C)(=O)=O)c2O[C@H]1CN(C)C(=O)Nc1ccc2c(c1)OCO2	-3
C[C@H](CO)N1C[C@H](C)[C@@H](CN(C)S(=O)(=O)c2ccccc2)Oc2c(NC(=O)c3nc4ccccc4s3)cccc2C1=O	7
CCOc1c(OC)cc(Cl)cc1C1NC(=O)NC(C)=C1C(=O)Nc1ccccc1C(=O)OC (stereo unspecified)	2
COc1ccc(NC(=O)Nc2ccc3c(c2)CC(=O)N([C@@H](C)CO)C[C@@H](C)[C@@H](CN(C)Cc2ccc(Cl)c(Cl)c2)O3)cc1	5
Cc1noc(C)c1S(=O)(=O)Nc1ccc2c(c1)CC(=O)N([C@H](C)CO)C[C@@H](C)[C@@H](CN(C)S(=O)(=O)c1c(C)noc1C)O2	-2
O=C(Nc1ccccc1C(=O)O)c1ncn[nH]1	-21
COC(=O)C1=C(O)CSC1=Nc1cccc(C(F)(F)F)c1	13
C[C@H]1CN([C@@H](C)CO)C(=O)c2cc(NS(=O)(=O)c3ccccc3)ccc2O[C@@H]1CN(C)Cc1ccccc1	19
CCc1ccc(N2C(=O)Nc3ccccc3N2O)cc1	-8
C[C@@H]1CCCCO[C@H](CN(C)C(=O)c2ccccc2)[C@@H](C)CN([C@H](C)CO)C(=O)c2cc(NC(=O)NC3CCCCC3)ccc2O1	21
CCc1ccc(NC(=O)CNS(=O)(=O)c2ccc3nc(C)sc3c2)cc1	5
CC(C)(CC(=O)O)CC(=O)Nc1ccc(Oc2ccc(C(C)(C)C)cc2)nc1	7
C[C@@H]1CN([C@H](C)CO)C(=O)c2cccc(NC(=O)C3CCOCC3)c2O[C@H]1CN(C)S(=O)(=O)c1ccc(F)cc1	-1
CC(C)NC(=O)N(C)C[C@H]1Oc2ccc(NC(=O)Nc3ccccc3)cc2CC(=O)N([C@@H](C)CO)C[C@H]1C	-23
NC(=NC(=O)c1ccccc1)N1N=CCC1c1ccccc1 (stereo unspecified)	-14
Cc1noc(C)c1NC(=O)N(C)C[C@@H]1Oc2c(cccc2N(C)C)C(=O)N([C@H](C)CO)C[C@@H]1C	-9

6 successive compounds from above:
SMILES	U2OS ROS induce
C[C@H](CO)N1C[C@H](C)[C@@H](CN(C)S(=O)(=O)c2ccccc2)Oc2c(NC(=O)c3nc4ccccc4s3)cccc2C1=O	7
CCOc1c(OC)cc(Cl)cc1C1NC(=O)NC(C)=C1C(=O)Nc1ccccc1C(=O)OC (stereo unspecified)	2
COc1ccc(NC(=O)Nc2ccc3c(c2)CC(=O)N([C@@H](C)CO)C[C@@H](C)[C@@H](CN(C)Cc2ccc(Cl)c(Cl)c2)O3)cc1	5
Cc1noc(C)c1S(=O)(=O)Nc1ccc2c(c1)CC(=O)N([C@H](C)CO)C[C@@H](C)[C@@H](CN(C)S(=O)(=O)c1c(C)noc1C)O2	-2
O=C(Nc1ccccc1C(=O)O)c1ncn[nH]1	-21
COC(=O)C1=C(O)CSC1=Nc1cccc(C(F)(F)F)c1	13

Screening results: PubChem BioAssay, Broad Institute
